# Compound activity as filed in PubChem.
# SENP8 block-1 – blocks the human protease SENP8; inhibition, % at 10 µM; purified SENP8, Z-RLRGG-aminoluciferin cleavage, luminescence; Q96LD8; 1.2% of 330,000 active; AID 2540; in the data active = inhibition above about 50%
# Target sequence (Q96LD8 whole entry, looked up): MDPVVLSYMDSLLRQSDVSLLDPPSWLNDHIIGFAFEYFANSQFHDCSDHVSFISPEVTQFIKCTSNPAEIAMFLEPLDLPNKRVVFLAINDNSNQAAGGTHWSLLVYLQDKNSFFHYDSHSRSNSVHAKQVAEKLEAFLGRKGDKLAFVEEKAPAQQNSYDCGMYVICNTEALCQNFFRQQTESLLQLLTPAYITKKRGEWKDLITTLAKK
# NLRP3 yeast inh – NALP3 inhibition in yeast; Yeast reconstituted NLRP3/ASC/caspase-1, beta-gal luminescence, 24 h; 0.39% of 330,000 active; inhibition, % at 10 µM;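 active = inhibition of 50% or more; inactive = inhibition below 50%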;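 note: plate controls were induced DMSO wells for no effect and uninduced yeast grown without galactose for full effect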
# PfGluPho inh – PfG6PD (Plasmodium falciparum) enzyme inhibition; PfGluPho enzyme, NADPH resazurin-diaphorase fluorescence; inhibition, % at 20 µM; 0.78% of 350,000 active; AID 504690;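 active = inhibition reaching at least a set limit at 20 µM in the primary screen, cut at about 59% in these data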;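 note: 0% = DMSO wells with substrate and 100% = DMSO wells lacking glucose-6-phosphate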
# SENP1 inh – inhibitors of human SENP1 SUMO protease catalytic domain; Q9P0U3; recombinant SENP1 catalytic domain, CyPet-SUMO1-YPet FRET cleavage; inhibition, % at 10 µM; 0.21% of 360,000 active; AID 624204;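 active = inhibition at least 30% at 10 µM, raw YFP signal under a set limit, fluorescence ratio 0.5 to 1.5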;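 note: 0% = enzyme with DMSO and 100% = no enzyme wells; some results filed as inactive read as strong as hits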
#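 Material – human SENP1 catalytic domain · Input – SENP1 enzyme, 20 pM final · Compound dosing – single concentration of 10 µM compound, 0.5% DMSO final · Timing – enzyme reaction for 50 min at room temperature, dark · Measured by – FRET fluorescence in CFP and YFP emission channels · Control set – no-enzyme wells low, DMSO-plus-enzyme wells high control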
# SENP6 inh – inhibitors of human SENP6 protease; Recombinant SENP6 catalytic domain, aminoluciferin luminescence; inhibition, % at 10 µM; 1.8% of 330,000 active;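 active = inhibition above about 50% at the single tested dose, limit read from the data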;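 note: plate controls were DMSO wells with enzyme for no effect and DMSO wells lacking enzyme for full effect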
# SENP8 block-2 – blocks human SENP8 cleavage of Nedd8 substrate. Q96LD8. recombinant SENP8, Nedd8 substrate fluorescence. inhibition, % at 20 µM. 0.64% of 360,000 active. AID 602440; in the data active = inhibition mostly above about 40%, no sharp cut-off; inactive = mostly below about 27%
# Apaf1 inhib – blocks human Apaf-1 apoptosome activity | O14727 | reconstituted apoptosome caspase-3 activity, DEVD-Rh110 fluorescence | inhibition, % at 20 µM | 0.71% of 330,000 active | AID 489030; active = inhibition of at least 40% at 20 µM;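 note: plate controls were DMSO wells for no effect and DEVD-CHO caspase inhibitor wells for full effect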
#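 Material: reconstituted apoptosome with Apaf-1, cytochrome c, caspase-9, procaspase-3, dATP / Buffer or medium: pH 7.5 Hepes buffer with CHAPS, BSA, DTT / Also added: cytochrome c with DEVD-Rh110 / Schedule: compound with Apaf-1, dATP, procaspase-3 30 min, then 50 min reaction, room temperature / Technique: rhodamine 110 fluorescence at Ex 480/Em 540 nm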
# HKDC1 inh – inhibitors of human hexokinase HKDC1; AID 493160; Q2TB90; recombinant HKDC1, G6PDH/diaphorase resazurin coupled fluorescence; 0.16% of 340,000 active; inhibition, % at 20 µM;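 active = inhibition above about 35% when tested at 20 µM, limit read from the data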;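 note: plate controls were DMSO wells with enzyme for no effect and DMSO wells lacking enzyme for full effect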
# Target sequence (Q2TB90 whole entry, looked up): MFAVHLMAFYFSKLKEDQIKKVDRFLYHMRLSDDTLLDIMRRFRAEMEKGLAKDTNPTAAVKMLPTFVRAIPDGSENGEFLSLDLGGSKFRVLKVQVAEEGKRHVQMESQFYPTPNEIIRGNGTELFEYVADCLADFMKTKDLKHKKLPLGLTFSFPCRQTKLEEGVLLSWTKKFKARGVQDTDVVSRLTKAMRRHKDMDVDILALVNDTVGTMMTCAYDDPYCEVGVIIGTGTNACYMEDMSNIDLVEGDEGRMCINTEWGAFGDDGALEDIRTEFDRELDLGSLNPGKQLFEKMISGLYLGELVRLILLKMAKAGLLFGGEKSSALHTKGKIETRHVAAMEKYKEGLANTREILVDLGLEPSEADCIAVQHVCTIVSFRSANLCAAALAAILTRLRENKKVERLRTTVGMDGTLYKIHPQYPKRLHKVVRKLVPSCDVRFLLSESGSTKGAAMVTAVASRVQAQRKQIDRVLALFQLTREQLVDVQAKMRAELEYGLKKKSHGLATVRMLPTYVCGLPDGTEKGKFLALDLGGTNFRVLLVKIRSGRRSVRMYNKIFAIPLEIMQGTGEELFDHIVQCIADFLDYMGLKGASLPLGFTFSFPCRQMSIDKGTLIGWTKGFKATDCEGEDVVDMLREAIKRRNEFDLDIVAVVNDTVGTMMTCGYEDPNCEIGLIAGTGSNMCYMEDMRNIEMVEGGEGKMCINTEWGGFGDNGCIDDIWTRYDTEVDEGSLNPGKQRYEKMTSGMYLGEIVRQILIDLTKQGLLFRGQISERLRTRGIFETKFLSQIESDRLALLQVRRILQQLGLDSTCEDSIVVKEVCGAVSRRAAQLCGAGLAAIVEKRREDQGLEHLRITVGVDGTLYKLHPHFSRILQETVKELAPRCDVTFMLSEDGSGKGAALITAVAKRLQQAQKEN
#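 System: Recombinant HKDC1 hexokinase | Amount: HKDC1 at 5 µg/mL | Reagent: Glucose with 1 mM ATP | Doses: Single 20 µM dose | Incubation: Reaction time 90 min, room temperature, protected from light | Signal: Coupled resazurin fluorescence, excitation 525 nm, emission 613 nm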
# SENP7 block – inhibitors of human SENP7 protease. Q9BQF6. recombinant SENP7, Z-RLRGG-aminoluciferin luminescence, 40 min. inhibition, % at 5 µM. 1.5% of 330,000 active;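 active = inhibition above about 50% at the single test dose, limit read from the data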;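 note: plate controls were DMSO with enzyme for no effect and no enzyme buffer wells for full effect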
# * = called active by the depositor.
# Value order – SENP8 block-2	Apaf1 inhib	NLRP3 yeast inh	HKDC1 inh	SENP8 block-1	PfGluPho inh	SENP1 inh	SENP7 block	SENP6 inh
Cn1c(-c2ccc(F)cc2)cnc1SCC(=O)Nc1ccccc1
  2	7	8	4	6	-5	1	7	-27
COc1ccc(CNC(=O)C[C@H]2C(=O)N(C3CCCCC3)C[C@@H]2Cc2ccccc2)cc1
  8	11	12	-5	-2	17	1	6	-11
CCC(C)NC(=O)CSc1nnc(-c2ccc(Cl)cc2)n1N (stereo unspecified)
  7	2	-1	-8	3	9	0	8	-15
CC(=O)Nc1ccc(N2C(=O)CSC2c2ccc([N+](=O)[O-])cc2)cc1 (stereo unspecified)
  18	-1	14	-2	0	-3	0	2	-7
CCOC(=O)C(C)NC(=O)Cn1ncc2c(=O)oc3ccc(C)cc3c21 (stereo unspecified)
  16	-3	4	-6	-5	0	1	5	-10
CCOC(=O)C1=C(COC(=O)c2ccccc2OC(F)F)NC(=O)NC1C (stereo unspecified)
  -8	0	15	5	-9	8	3	-7	-12
CCCOc1ccc(C2C(=O)N(C3CCCCC3)CC(=O)N2CCC)cc1OC (stereo unspecified)
  9	-5	8	-12	0	9	3	10	4
CCOc1ccc(CN2CCN(CCCn3cccn3)CC2CCO)cc1 (stereo unspecified)
  18	-24	-2	-5	6	-7	1	4	17
CN(C)S(=O)(=O)c1cccc(-c2csc(N/N=C/c3ccco3)n2)c1
  -55	-1	1	-5	-4	37	-13	2	-13
CC(C)OC(=O)c1c(NS(=O)(=O)c2ccccc2)sc2c1CCCC2
  7	9	5	2	5	-16	-2	-3	-5

# Later entries:
# Value order – SENP8 block-2	Apaf1 inhib	NLRP3 yeast inh	HKDC1 inh	SENP8 block-1	PfGluPho inh	SENP1 inh	SENP7 block	SENP6 inh
C=CCNC(=O)c1ccc(N(CC=C)S(C)(=O)=O)cc1
  16	0	-3	-5	-1	9	-1	-3	-4
CC(=O)N1c2ccc(S(=O)(=O)N3CCCC3C(=O)Nc3ccc(C)cc3)cc2CC1C (stereo unspecified)
  1	4	-3	-5	-13	10	-1	-5	-7
Cc1cccc(C)c1NC(=O)CSCC(=O)O
  22	-3	-1	-7	-5	-12	1	-3	-5
CC(C)Cn1c(N)c(C(=O)CSc2ccc3c(c2)OCCO3)c(=O)n(C)c1=O
  8	4	12	3	9	-1	-1	4	-1
Oc1ccc2c(c1)oc1cc(O)ccc12
  -118	-24	23	-2	-11	1	-3	6	-28
O=C(c1ccc(Br)cc1)N1CCN(S(=O)(=O)c2ccccc2)CC1
  6	19	10	-4	-9	16	0	-9	-6
O=C(CSc1ccc(-c2ccc(Cl)cc2)nn1)Nc1ccc2c(c1)OCCO2
  7	7	21	3	-7	9	2	-10	-7
CCOC(=O)c1cnc2c(cnn2C)c1NCCCN(C)C
  26	11	-3	-7	1	-7	1	13	4
CCOc1ccc(N2Cc3ccccc3C2)cc1
  4	19	18	-2	-4	5	-2	-4	15
COc1ccc(CCNC(=O)C(=O)NCC2OCCN2S(=O)(=O)c2ccc(Br)cc2)cc1 (stereo unspecified)
  5	21	13	-7	3	2	0	-1	-2

# Of the compounds above, 2 have a Cl atom.
# Value order – SENP8 block-2	Apaf1 inhib	NLRP3 yeast inh	HKDC1 inh	SENP8 block-1	PfGluPho inh	SENP1 inh	SENP7 block	SENP6 inh
CCC(C)NC(=O)CSc1nnc(-c2ccc(Cl)cc2)n1N (stereo unspecified)
  7	2	-1	-8	3	9	0	8	-15
O=C(CSc1ccc(-c2ccc(Cl)cc2)nn1)Nc1ccc2c(c1)OCCO2
  7	7	21	3	-7	9	2	-10	-7

# (list continues)
# Value order – SENP8 block-2	Apaf1 inhib	NLRP3 yeast inh	HKDC1 inh	SENP8 block-1	PfGluPho inh	SENP1 inh	SENP7 block	SENP6 inh
CCOc1ccc(S(=O)(=O)N2CCCCC2)cc1NC(=O)C1CSC2(C)CCC(=O)N12 (stereo unspecified)
  0	16	7	-8	-5	3	3	-6	-10
COc1cccc(CNC(=S)NC2CC2)c1
  -2	-12	14	-9	4	0	-1	-5	-2
CN1CCN(C(=S)NCCc2ccccc2)CC1
  9	-25	14	-11	-7	7	0	3	-4
Clc1cccc(-c2nnc3n2CCCCC3)c1
  10	-4	3	-5	-5	-6	1	7	13
Cn1c(SCC(=O)NC2CCCc3ccccc32)nnc1C1CC1 (stereo unspecified)
  8	-1	-1	-2	-6	-10	-2	-5	-5
Cc1nnc(SCC(=O)N2CCN(C(=O)c3ccco3)CC2)n1C
  4	-9	15	-3	3	2	3	1	2
NCC(O)COCCC12CC3CC(CC(C3)C1)C2 (stereo unspecified)
  30	0	24	3	-13	11	1	-9	4
COc1ccc(N2CCN(C(=O)c3ccc(CNc4c(N5CCOCC5)c(=O)c4=O)cc3)CC2)cc1
  16	9	16	2	-12	18	1	-6	4
CCc1c(C)nc(SCC(=O)N2CCN(c3ccccc3)CC2)[nH]c1=O
  -1	8	3	-7	-6	-10	2	-9	-15
O=C(Nc1ccc(F)cc1)C1CC(=O)n2ncnc2N1 (stereo unspecified)
  7	-6	6	6	2	-1	0	-2	-13

# Additional entries
# Value order – SENP8 block-2	Apaf1 inhib	NLRP3 yeast inh	HKDC1 inh	SENP8 block-1	PfGluPho inh	SENP1 inh	SENP7 block	SENP6 inh
COc1cc2c(cc1NC(=O)COc1ccc3ccccc3c1)oc1ccccc12
  -100	18	8	0	-1	0	-2	-5	-20
O=C(N1CCN(c2ccccc2)CC1)C12CC3CC(CC(C3)C1)C2
  22	7	15	-5	0	7	2	3	-2
COc1cc(C(=O)N(C)Cc2cccc(OC)c2OC)ccc1OCC(=O)Nc1cccc(C(F)(F)F)c1
  6	25	20	-2	3	20	-2	-6	-4
CCOC(=O)c1c(C)[nH]c(C)c1S(=O)(=O)N1c2ccccc2CC1C (stereo unspecified)
  4	6	4	-4	-7	9	3	6	2
CCOc1cccc(-c2cc(C(=O)N/N=C/c3ccc(OC)c(CN4CCOCC4)c3)c3ccccc3n2)c1
  -15	-4	2	-12	-4	12	-2	-2	-7
CCOc1ccc(C(=O)Nc2ccc3[nH]ncc3c2)cc1
  6	0	25	5	-8	-7	2	5	13
O=S(=O)(c1ccc(Cl)cc1)N1CCCC(c2nc(-c3ccc(F)cc3)no2)C1 (stereo unspecified)
  12	21	23	2	-21	3	0	-15	-23
COc1cccc(C2=CC(c3cc(OC)ccc3OC)n3nnnc3N2)c1 (stereo unspecified)
  -373	16	2	0	-7	8	19	-6	-20
CCCCCn1c(=O)[nH]c2c(c1=O)CCC2
  1	2	25	0	-1	-2	-1	1	2
Oc1ccc(-c2n[nH]c(=S)n2Cc2ccccc2)cc1
  24	16	33	-8	-2	33	0	9	-6

# Ordered by the number under NLRP3 yeast inh (rising): 6 of the compounds above.
compound,NLRP3 yeast inh
CCOc1cccc(-c2cc(C(=O)N/N=C/c3ccc(OC)c(CN4CCOCC4)c3)c3ccccc3n2)c1,2
O=C(N1CCN(c2ccccc2)CC1)C12CC3CC(CC(C3)C1)C2,15
COc1cc(C(=O)N(C)Cc2cccc(OC)c2OC)ccc1OCC(=O)Nc1cccc(C(F)(F)F)c1,20
O=S(=O)(c1ccc(Cl)cc1)N1CCCC(c2nc(-c3ccc(F)cc3)no2)C1 (stereo unspecified),23
CCCCCn1c(=O)[nH]c2c(c1=O)CCC2,25
Oc1ccc(-c2n[nH]c(=S)n2Cc2ccccc2)cc1,33

# Sorted by molar mass (highest first): some entries from above
# Value order – SENP8 block-2	Apaf1 inhib	NLRP3 yeast inh	HKDC1 inh	SENP8 block-1	PfGluPho inh	SENP1 inh	SENP7 block	SENP6 inh
CCOc1cccc(-c2cc(C(=O)N/N=C/c3ccc(OC)c(CN4CCOCC4)c3)c3ccccc3n2)c1
  -15	-4	2	-12	-4	12	-2	-2	-7
COc1cc2c(cc1NC(=O)COc1ccc3ccccc3c1)oc1ccccc12
  -100	18	8	0	-1	0	-2	-5	-20
COc1cccc(C2=CC(c3cc(OC)ccc3OC)n3nnnc3N2)c1 (stereo unspecified)
  -373	16	2	0	-7	8	19	-6	-20
O=C(N1CCN(c2ccccc2)CC1)C12CC3CC(CC(C3)C1)C2
  22	7	15	-5	0	7	2	3	-2
Oc1ccc(-c2n[nH]c(=S)n2Cc2ccccc2)cc1
  24	16	33	-8	-2	33	0	9	-6
CCOc1ccc(C(=O)Nc2ccc3[nH]ncc3c2)cc1
  6	0	25	5	-8	-7	2	5	13

# Other records follow.
# Value order – SENP8 block-2	Apaf1 inhib	NLRP3 yeast inh	HKDC1 inh	SENP8 block-1	PfGluPho inh	SENP1 inh	SENP7 block	SENP6 inh
CCc1nnc(NC(=O)CN2C(=O)c3ccccc3C2=O)s1
  1	-12	2	-4	-9	-15	0	-10	-4
O=C(CN(c1ccccc1)S(=O)(=O)c1ccccc1)N/N=C/c1ccco1
  11	-3	3	-6	-4	-3	-1	2	-6
Cc1cn(CCC(=O)Nc2ccccc2N2CCOCC2)c2ccccc12
  7	-7	8	2	-1	2	2	-5	0
COCCNC(=O)C(c1cccc(OC)c1)N(Cc1cccs1)C(=O)Cn1nnc2ccccc21 (stereo unspecified)
  14	0	6	-2	-6	-10	0	1	-14
N#CCCN1CCN(S(=O)(=O)c2ccc(S(=O)(=O)NC3CC3)cc2)CC1
  9	2	-4	0	-11	-10	3	-15	-10
Cc1ccc(CC2S/C(=C(/C#N)C(=O)N3CCOCC3)N(c3ccccc3)C2=O)cc1 (stereo unspecified)
  10	-6	-16	2	-4	-13	-1	-3	1
COc1cccc(/C=N/NC(=O)CCCC(=O)NC2CCCCC2)c1
  11	-8	6	-1	6	-15	2	0	-2
CC(=O)[C@H]1CCC2C3CC=C4C[C@@H](O)CC[C@]4(C)C3CC[C@@]21C (stereo partly specified)
  10	1	53*	-1	-1	-1	6	7	-11
COc1ccc(C2(c3ccc(OC)cc3)NC(=O)N(CC(=O)Nc3cc(C)on3)C2=O)cc1
  11	5	10	-2	7	4	1	-3	3
O=C(O)c1cnn(-c2nc(-c3ccc(Br)cc3)cs2)c1C(F)(F)F
  -36	3	-8	-1	14	-7	2	3	27

# Next section:
# Value order – SENP8 block-2	Apaf1 inhib	NLRP3 yeast inh	HKDC1 inh	SENP8 block-1	PfGluPho inh	SENP1 inh	SENP7 block	SENP6 inh
N#Cc1c(N)nc2c(c1-c1ccc(Br)s1)CCCC2
  -237	3	-8	-11	5	8	-62	8	6
Cc1ccc(/C=C/C(=O)N2CCc3ccccc32)o1
  2	25	12	2	38	85*	-6	-3	49
COc1ccc(-c2cc(=O)oc3c(C)c(OCC(=O)N[C@@H](Cc4ccc(O)cc4)C(=O)O)ccc23)cc1
  29	3	15	5	-3	-14	0	4	-2
CCc1ccc(C(O)(c2ccccc2OC)C(CN2CCOCC2)c2ccccc2)cc1 (stereo unspecified)
  5	25	-9	-4	-9	-7	2	-5	-10
COc1ccc(CCNc2ncnc3c2nnn3Cc2ccccc2)cc1OC
  -26	-17	5	-4	5	2	-17	8	4
CCCn1c(=O)c2c(nc3n2CCCN3CCc2ccc(OC)c(OC)c2)n(C)c1=O
  14	-2	10	-3	2	7	1	13	-11
COc1cc(C)c(CN2CCC(Cc3ccccc3)CC2)cc1C
  38	4	23	-4	-4	1	0	10	-3
